# LEDGF integ inh – blockers of LEDGF/p75-dependent integrase strand transfer – biochemical, TR-FRET, high throughput, primary screen; TR-FRET IN-LEDGF/p75 DNA integration, Eu/Cy5; inhibition, % at 3.7 µM; hit rate 0.64% among 370,000;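 active means inhibition above the screen-wide mean plus 3 SD, cut at about 13% in these data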;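 further: signal is the Cy5 over europium emission ratio at 671 and 618 nm; 0% = plate median of compound wells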
# PG9 binder – binders of HIV-1 gp120 antibody PG9, primary screen, biochemical, TR-FRET; HIV-1 gp120 / PG9 antibody interaction; TR-FRET gp120-PG9 antibody binding; inhibition, % at 6.7 µM; hit rate 0.43% among 360,000; in the data active means inhibition above about 8.5%
# TDP2 inh – human TDP2 enzyme inhibitors, primary screen, biochemical, epi absorbance, recombinant enzyme | Tyrosyl-DNA phosphodiesterase 2 (Homo sapiens), O95551 | T5PNP hydrolysis, p-nitrophenol absorbance 415 nm | inhibition, % at 12.8 µM | hit rate 0.34% among 370,000 | AID 720702, 2013;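 active means inhibition above the mean of all tested compounds plus 3 SD, set per campaign, cut at about 25% in these data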;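 further: 0% = DMSO with enzyme and 100% = buffer with substrate but no TDP2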
#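 Test system: human TDP2 enzyme; Input: 120 nM TDP2 per well; Buffer or medium: Mg2+-containing Tris-HCl buffer, pH 7.5; Reagent: 5 mM T5PNP; Dosing: 12.8 µM single point, 1% DMSO; Incubation: reaction 2 h, 37 °C; Detection: p-Nitrophenol epi absorbance; Read-out: % inhibition relative to enzyme-containing and enzyme-free wells; Replicates: single well per compound.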
# PRMT1 inh – PRMT1 methyltransferase inhibitors, primary screen, biochemical, fluorescence polarization | inhibition, % at 2.79 µM | hit rate 1.3% among 370,000 | recombinant PRMT1, activity-based probe fluorescence polarization | Protein arginine N-methyltransferase 1 (Homo sapiens), Q99873;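 active means inhibition above about 21% made by adding two undisclosed values, limit read from the data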
# Target sequence (Q99873 whole entry, looked up): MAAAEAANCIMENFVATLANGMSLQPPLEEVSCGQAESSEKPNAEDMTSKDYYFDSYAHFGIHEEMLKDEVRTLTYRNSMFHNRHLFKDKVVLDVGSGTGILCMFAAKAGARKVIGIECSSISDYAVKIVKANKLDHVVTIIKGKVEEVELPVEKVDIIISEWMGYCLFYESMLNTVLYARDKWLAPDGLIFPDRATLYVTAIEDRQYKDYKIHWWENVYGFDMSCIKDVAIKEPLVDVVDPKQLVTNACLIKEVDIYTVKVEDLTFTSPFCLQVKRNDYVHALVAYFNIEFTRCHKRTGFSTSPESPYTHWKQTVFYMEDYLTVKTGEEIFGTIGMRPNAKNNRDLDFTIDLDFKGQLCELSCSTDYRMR
# SIAE inh – human SIAE inhibitors, primary screen, biochemical, fluorescence polarization, FP-Rh probe, 1536-well HTS; hit rate 0.69% among 370,000; SIAE FP-Rh probe binding; Sialate O-acetylesterase (Homo sapiens), Q9HAT2; inhibition, % at 9.66 µM;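 active means inhibition above a cutoff: mean of compounds within the control limits plus 3 SD of those, cut at about 17% in these data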;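 further: 0% = plate median of compound wells and 100% = probe without SIAE protein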
# TCR CD3 inh – inhibitors of human TCR-CD3 interaction, primary screen, biochemical, fluorescence, TAMRA-labeled TCR probe; inhibition, % at 9.4 µM; hit rate 0.37% among 360,000; AID 651800, 2012; in the data active means inhibition above about 19%;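 further: recombinant mutant TCR 2C K166C tagged with TAMRA read by polarization; 0% = receptor in buffer alone and 100% = receptor with positive control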
# HTRA1 inhibitor – HTRA1 serine protease inhibitors, primary screen, biochemical, fluorescence polarization, HTS | Q92743 | recombinant HTRA1, FP-rhodamine activity-based probe | inhibition, % at 5.96 µM | hit rate 0.5% among 340,000; in the data active means inhibition above about 36%;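 further: 0% = enzyme with DMSO and 100% = wells lacking enzyme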
# Target sequence (Q92743 whole entry, looked up): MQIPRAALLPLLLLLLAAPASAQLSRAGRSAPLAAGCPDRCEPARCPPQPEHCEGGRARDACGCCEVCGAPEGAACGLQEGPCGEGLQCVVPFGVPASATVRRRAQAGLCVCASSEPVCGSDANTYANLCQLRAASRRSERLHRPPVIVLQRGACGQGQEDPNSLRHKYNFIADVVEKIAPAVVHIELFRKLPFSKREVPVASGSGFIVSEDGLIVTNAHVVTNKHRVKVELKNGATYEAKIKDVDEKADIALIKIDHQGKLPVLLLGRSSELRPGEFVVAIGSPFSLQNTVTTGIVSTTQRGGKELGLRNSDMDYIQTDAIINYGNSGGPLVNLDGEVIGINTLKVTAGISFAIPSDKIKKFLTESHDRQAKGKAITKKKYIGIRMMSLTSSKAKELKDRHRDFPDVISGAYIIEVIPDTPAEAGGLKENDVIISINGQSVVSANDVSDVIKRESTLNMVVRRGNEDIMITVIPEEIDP
# NR1D1 modulator – modulators of Rev-erb alpha DNA binding, primary screen, biochemical, FITC-DNA, fluorescence polarization, uHTS. activity, % at 10 µM. Nuclear receptor subfamily 1 group D member 1 (Homo sapiens), P20393. Rev-erbα–FITC-DNA binding, 90 min. AID 1259318, 2017. hit rate 0.79% among 370,000;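 active means activity above about 14%, limit read from the data; passing the limit was not always enough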;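 further: 0% = DMSO wells with 35 nM protein and 100% = DMSO wells with 750 nM protein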
# ABHD4 inh – ABHD4 inhibitors, primary screen, biochemical, fluorescence polarization, mouse; hit rate 0.54% among 370,000; purified mABHD4, FP-Rh probe fluorescence polarization; inhibition, % at 8.92 µM;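 active means inhibition exceeding the mean over every tested compound plus 3 SD, cut at about 30% in these data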;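 further: 0% = plate median of compound wells and 100% = S159A mutant with DMSO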
#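 Test system: mouse ABHD4 enzyme, wild type. Reagent: FP-Rh fluorescent activity-based probe, added after compound pre-incubation. Timing: pre-incubation 45 min, probe exposure 60 min, at 25 °C. Technique: FP readout, ex 525 nm / em 598 nm. Benchmarks: high control S159A mutant with DMSO, low control median of compound wells.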
# rCAG RNA binder – binders of r(CAG) RNA repeats, primary screen, biochemical, fluorescence; r(CAG) RNA repeat, TO-PRO-1 dye displacement fluorescence; inhibition, % at 3 µM; hit rate 1.3% among 370,000;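 active means inhibition above the plate cutoff, the mean of all test compounds on that plate plus 3 SD, cut at about 35% in these data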;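 further: 0% = DMSO alone and 100% = 100 µM mitoxantrone as full dye displacement; higher means more dye released from RNA so lower well fluorescence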
# * hit, by the source's call; / = no result given. An excerpt; rates above refer to the full screens.
# Results follow in this order: LEDGF integ inh	PG9 binder	TDP2 inh	PRMT1 inh	SIAE inh	TCR CD3 inh	HTRA1 inhibitor	NR1D1 modulator	ABHD4 inh	rCAG RNA binder
COc1ccc(-n2c(SCC(=O)Nc3ccc(S(=O)(=O)Nc4nccs4)cc3)nnc2-c2ccco2)cc1
→ 1	/	-6	-1	-4	/	/	-8	-11	74*
CC(C)OC(=O)C1C2C=CC3(CN(C(C)c4ccc(Br)cc4)C(=O)C13)O2 (stereo not given)
→ -2	-0.3	-8	1	-6	3	3	-3	4	-1
COc1cccc(CNC(=O)c2ccccc2-c2ccccc2)c1
→ -7	-2.5	-3	-1	2	-1	-3	-1	0	-8
Oc1ccc(/C=N/Nc2ccc(C(F)(F)F)cn2)c(O)c1
→ -4	0.1	-20	5	12	-5	13	-4	4	12
Cc1ccc(CSc2nnc(SCC(=O)N/N=C/c3ccccc3OCC(=O)O)s2)cc1
→ 3	0.8	-5	-2	-10	7	-15	-9	2	12
COC(=O)N1C(=O)[C@](Cc2ccccc2)(c2ccccc2)N1C(=O)OC
→ 3	-0.3	-3	-3	2	-1	-11	0	-2	4
O=C(OCc1nc2ccccc2s1)c1cccc(N2C(=O)CCC2=O)c1
→ -3	-0.3	-12	9	-1	-7	-1	5	-12	1
Cc1cnc(C(=O)NCC(c2ccccc2)c2ccccc2)cn1
→ -8	-0.8	-12	0	-5	-3	2	4	4	-2
Cc1cc(C)c(NC(=O)CNC(=O)c2ccc(-n3cncn3)c([N+](=O)[O-])c2)c(C)c1
→ 0	0.4	17	2	-1	-2	0	3	6	1
COc1ccc(NS(=O)(=O)c2cc(NC(=O)c3cnc(C)cn3)ccc2N2CCCC2)cc1
→ -1	-1.9	-1	-1	2	3	-2	-1	2	10
CN(CC(=O)Nc1ccc(F)cc1)C(=O)c1ccc(N2C(=O)CCC2=O)cc1
→ 5	-0.7	-11	-1	3	-5	4	-8	-10	0
COc1ccc(CC2=CC(=O)c3ccccc3C2=O)cc1
→ 1	1.4	53*	79*	18*	4	2	-4	21	3
CC(Oc1ccccc1F)C(=O)NNC(=O)c1cc2ccccc2o1 (stereo not given)
→ 1	0.3	20	-2	-4	-4	2	-3	5	0
Cc1c(C(=O)NN2CCOCC2)oc2ccccc12
→ -2	0.9	13	4	1	-10	3	1	7	0
COc1ccc(C(=O)NC(=S)NNC(=O)CCc2ccccc2)cc1
→ 0	-1.2	1	2	-3	101*	9	4	5	8
COc1ccc([C@H]2CN(CCc3ccccc3)C(=O)[C@@H]2CC(=O)Nc2ccccc2)cc1
→ 3	0.4	-9	0	1	-3	-16	-4	1	4
O=[N+]([O-])c1cccc(SSc2cccc([N+](=O)[O-])c2)c1
→ -9	-1.5	10	83*	3	-5	2	3	2	3
COc1ccc(NC(=O)C(=O)N2N=C3CCCCC3C2(O)C(F)(F)F)cc1 (stereo not given)
→ -3	0.5	-7	9	2	9	10	-4	4	1
COc1ccc(-c2nc3ccc(Cl)cn3c2Cc2cccc(F)c2)cc1OC
→ 0	-1.6	0	-1	0	5	/	-6	-12	11
Cc1c(Br)cc(-c2nnco2)cc1Br
→ -3	0.8	-2	3	-5	1	4	0	5	40*
O=C(CNC(=O)c1cccs1)OCC(=O)c1ccccc1
→ 3	-1.6	12	-3	-7	0	-5	-1	-1	0
CCCNC(=O)C1(C)CCCN(Cc2ccc(C#N)cc2)C1 (stereo not given)
→ 0	-1.2	4	2	1	1	/	2	0	-1
CCCN(C(=O)c1ccc(OCC(C)C)cc1)c1c(N)n(Cc2ccccc2)c(=O)[nH]c1=O
→ 6	-1.2	-10	-3	-6	0	-1	-5	-6	0
Cc1c(CCO)c(=O)n(-c2ccccc2)n1S(=O)(=O)c1ccc([N+](=O)[O-])cc1
→ -2	-4.2	8	0	2	7	5	-3	-3	-3
Cc1c(-c2ccccc2)c(=O)oc2cc(O)ccc12
→ 1	-1.5	11	-1	1	0	-4	-4	-4	6
COc1cc(SC)ccc1C(=O)NNC(=O)C1COc2ccccc2O1 (stereo not given)
→ 0	4.0	5	3	-2	-8	7	0	-2	2
Cc1ccsc1/C=C(\C#N)C(=O)NCCCN1CCOCC1
→ -3	-2.3	3	5	1	-3	0	1	9	-4
Cc1ccc(N(C(=O)c2sc(C)nc2C)C(C(=O)NCc2ccco2)c2ccccc2)cc1 (stereo not given)
→ 3	-1.0	-4	-3	-2	2	3	-7	1	-6
Cc1nc(-c2ccc(NS(=O)(=O)c3ccccc3)cc2)cs1
→ -4	-0.1	2	4	-2	-10	-7	-5	-7	4
CSC1=N/C(=C/c2ccc(-n3cncn3)cc2)C(=O)N1
→ -1	-8.7	-19	-4	2	2	2	3	3	9

# An excerpt of these results, tab-delimited:
molecule	LEDGF integ inh	PG9 binder	TDP2 inh	PRMT1 inh	SIAE inh	TCR CD3 inh	HTRA1 inhibitor	NR1D1 modulator	ABHD4 inh	rCAG RNA binder
O=[N+]([O-])c1cccc(SSc2cccc([N+](=O)[O-])c2)c1	-9	-1.5	10	83*	3	-5	2	3	2	3
COc1ccc(NC(=O)C(=O)N2N=C3CCCCC3C2(O)C(F)(F)F)cc1 (stereo not given)	-3	0.5	-7	9	2	9	10	-4	4	1

# New compounds follow
# Results follow in this order: LEDGF integ inh	PG9 binder	TDP2 inh	PRMT1 inh	SIAE inh	TCR CD3 inh	HTRA1 inhibitor	NR1D1 modulator	ABHD4 inh	rCAG RNA binder
NNC(=O)c1sccc1OCc1cccc(C(F)(F)F)c1
→ 0	-0.4	1	0	-4	6	-43	-2	-14	-1
Cc1ccn2c(c1)nc(=S)n2C(=O)c1ccccc1
→ 2	1.4	3	4	2	-1	6	-8	2	2
C[C@@H]1COc2cc(Br)ccc2S(=O)(=O)N1Cc1cn(Cc2ccccc2)nn1
→ -3	/	5	1	3	/	/	-3	1	3
O=C(CSc1nc(N2CCOCC2)nc(N2CCOCC2)n1)Nc1cccc(C(F)(F)F)c1
→ -6	0.1	-4	3	1	-6	0	-4	1	-3
CSc1cccc(NC(=O)CSc2nc3ccccc3o2)c1
→ 1	0.2	-8	4	2	-4	-27	11	-3	2
COC(=O)c1c(C)oc(C)c1S(=O)(=O)NCc1ccco1
→ -1	-3.7	4	-3	-6	-4	5	-1	-3	0
COc1ccc(-c2cn3cc(C)ccc3n2)cc1OC
→ -2	-2.3	-8	2	-4	1	3	-5	7	-3
O=C(CCN1CCN(C/C=C/c2ccccc2)CC1)Nc1ccc(Cl)cc1
→ 0	0.1	-16	3	-7	3	-1	-2	-9	-2
O=C(Nc1ccccn1)c1ccc2c(=O)n3c(nc2c1)CCCCC3
→ 9	-0.2	2	1	14	-1	-2	-3	1	0
Cc1ccc(-c2nn3c(C)nnc3c3ccccc23)cc1S(=O)(=O)N(C)CCO
→ -1	-0.4	3	-1	2	0	3	1	-8	3
Cc1ccc(NS(=O)(=O)c2cc(C(=O)Nc3cccc([N+](=O)[O-])c3)ccc2C)cc1
→ 3	0.6	0	2	-70	3	-96	5	-23	22
O=C(CCc1nnc(Cc2c[nH]c3ccccc23)o1)NC(C1CC1)C1CC1
→ 1	-2.9	-8	-1	0	-3	-10	0	2	1
CCOC(=O)N1CCN(C(=O)C[C@H]2C[C@@]3(C(=O)OC)C(=C[C@H](C(C)(C)C)O[C@@H]3C)N(Cc3ccc(Cl)cc3Cl)C2=O)CC1
→ -3	/	1	2	4	/	/	3	-25	8
CCN(C(=O)CCc1nc(-c2ccccc2F)no1)c1cc(OC)ccc1OC
→ 0	-2.1	-2	-1	3	1	1	-3	-3	-9
Cc1cc(C(=O)N/N=C/c2sccc2C)no1
→ 0	0.5	2	0	-1	-1	6	-3	2	0
CCOC(=O)c1c(/N=C/c2cc([N+](=O)[O-])ccc2O)sc(C)c1C
→ 5	-4.7	5	29*	-12	-29	1	4	-19	65*
NS(=O)(=O)c1cccc(NC(=O)CSc2nc3ccccc3c(=O)n2CCCN2CCOCC2)c1
→ 4	-1.7	3	4	3	3	5	-2	2	2
S=C(Nc1ccc(Cl)cc1)N(CCCN1CCOCC1)Cc1ccco1
→ -1	1.2	-7	-3	1	4	-2	-6	-4	-4
NC(=O)CCn1cnc2ccccc21
→ 0	-2.6	9	-1	-3	-5	3	2	-1	2
O=C(NCC1CCCO1)c1ccc2c(=O)n(-c3ccccc3)c(=S)[nH]c2c1 (stereo not given)
→ 2	-0.1	15	-1	8	4	9	2	0	-1
CN1OC[C@@H]2CN(C(=O)CCc3ccccc3)[C@H](c3cccc(-c4ccccc4)c3)C[C@@H]21
→ 2	-2.0	-4	0	-3	11	-1	1	3	1
CCOC(=O)NC(=S)Nc1cccc(C)n1
→ 2	-1.2	-3	-5	6	10	0	-2	1	4
CS(=O)(=O)Cc1ccc(C(=O)NC(c2ccccc2)c2ccccc2)cc1
→ 2	-1.9	-1	-1	-5	0	0	5	6	-2
COc1ccc(S(=O)(=O)N2CC(C(=O)O)Oc3ccccc32)cc1 (stereo not given)
→ 3	-1.7	1	6	-2	-4	4	4	-6	5
Cc1nc2ccccc2c2ncccc12
→ -3	-1.8	2	2	1	-2	-6	-1	7	-2
COc1ccc(CNC(=O)[C@H](C)[C@@H]2C[C@@]2(C)[C@@H](NC(=O)OCc2ccccc2)c2ccccc2)cc1OC
→ 1	-0.5	-1	-2	-1	0	/	-6	-1	0
COc1cc(NC(=O)C(Cc2ccccc2)n2cccc2)cc(OC)c1 (stereo not given)
→ 3	-0.8	-3	-2	1	9	-32	9	-14	4
Cc1ccc(NC(=S)NC(=O)C2CCC2)cc1C
→ -1	0.1	-5	-3	-6	6	-8	5	-2	-5
Cc1ccc(NC(=O)C(C)SCc2nc3sc(C)c(C)c3c(=O)[nH]2)nc1 (stereo not given)
→ -2	0.0	3	1	-4	4	1	-2	3	4
COc1ccc(S(=O)(=O)NC2CCCCC2)cc1F
→ 6	-3.6	0	-1	-7	9	-2	0	2	-3
CC[C@]12c3[nH]c4cc(-c5ccco5)ccc4c3CCN1C(=O)[C@@H](CC(=O)NCCCn1ccnc1)C[C@@H]2C(=O)N1CCN(C(=O)C2CC2)CC1
→ -3	-0.6	2	0	1	1	6	2	5	3
CC1CN(CC(=O)Nc2nc3ccccc3s2)CC(C)O1 (stereo not given)
→ 1	0.8	16	1	1	9	0	0	-7	7
O=[n+]1cc(-c2cccc3ccccc23)n([O-])c2c1CCC2
→ -3	-1.3	-11	-2	0	10	-5	-3	-10	4
C/C(=N\NS(=O)(=O)c1ccc(C)cc1)c1cccs1
→ -1	-1.6	1	-1	4	1	3	-3	-5	2
CCCS(=O)(=O)NCc1cn2cccc(C)c2n1
→ 2	1.5	-5	-3	1	2	5	/	2	3

# Screening results (PubChem)
